D2 ag – activates the human D2 dopamine receptor | P14416 | HEK293 T-REx D2 cells, calcium flux agonist mode | activation, % at 2 µM | 340,000 tested, 0.53% active;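 active = activation over 3 SD above normal in the single-dose calcium agonist read, cut at about 30% in these data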; also: 0% is about no effect
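HEK293 Trex D2 cells, tetracycline-induced, o/n 30 C 5% CO2; no-wash Ca dye, RT 30–90 min; 10-cycle baseline, 23 nl cpd added, kinetic Ca read 180 s; agonist hits = positive Ca response.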
Vif-A3F inh – Vif-A3F binding inhibition; HeLa A3F-eYFP + Vif (tagged APOBEC3F with the HIV-1 protein that degrades it), YFP fluorescence increase; Potency, µM (titrated, usually from 46.1 µM), for inactives: at the highest dose activity, negative = active; 390,000 tested, 0.2% active; also: potency is read from the fitted curve at half-maximal effect; % of control where 0% means no effect; nearly all actives have a fitted effect of over 65% in size
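HeLa cells stably expressing Vif plus C-terminally eYFP-tagged A3F were seeded, incubated overnight at 37 deg C, dosed with compound, incubated overnight again at 37 deg C. Yellow fluorescence (Ex 488/Em 500-530) reported blocked Vif-mediated A3F-eYFP degradation.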
LDHA block – inhibitors of human lactate dehydrogenase A; 480,000 tested, 0.15% active; purified LDHA, NADH/diaphorase-resazurin fluorescence; stronger effect = lower value; activity change, % (values are at about 110 or 230 µM); AID 1347041; P00338; in the data active = activity change below about -30%; inconclusive = mostly about -25% to -30%;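 also: plate controls were DMSO wells for no effect and wells without enzyme for full effect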
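LDH5 2 nM; NADH 0.06 mM, pyruvate 0.2 mM; 200 mM Tris pH 7.4, EDTA, Tween-20; 5 min RT. Detection: diaphorase 0.133 mg/mL + resazurin 37 µM, fluorescence ex540/em590 at 0 and 20 min; normalized to enzyme-free and DMSO wells.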
RGS4 inhibitor – blocks human RGS4-accelerated GTP hydrolysis; P49798; Transcreener GDP fluorescence polarization, RGS4-accelerated GTP hydrolysis; Potency, µM (top dose mostly 114 µM), without a hit: at the highest dose activity change, negative = inhibition, usual class: inhibitors; 390,000 tested, 0.039% active; AID 504845; also: potency is read from the fitted curve at half-maximal effect; % is scaled to controls: 0 for no effect and ±100 for the full control effect; nearly all actives have a fitted effect of over 75% in size; some results filed as inactive show a strong effect at the top dose
Target sequence (P49798 whole entry, looked up): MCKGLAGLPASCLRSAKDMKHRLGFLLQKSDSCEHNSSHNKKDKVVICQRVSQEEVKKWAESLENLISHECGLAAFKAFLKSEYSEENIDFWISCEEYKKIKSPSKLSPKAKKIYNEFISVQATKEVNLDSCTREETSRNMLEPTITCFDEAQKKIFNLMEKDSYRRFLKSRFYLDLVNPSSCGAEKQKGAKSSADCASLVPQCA
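MLSMR compounds (23 nl, pin-transferred) preincubated 10 min at room temperature with a 500nM (2x) first reagent, then RGS4 at 900nM (2x) plus Transcreener GDP mix added; fluorescence polarization (620/688 nm) read before and after 90 min at 30 °C.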
ERG-DNA inh – ERG Ets/DNA interaction inhibition; 370,000 tested, 0.028% active; fluorescence polarization, His-ERG Ets domain / labelled DNA; P11308; AID 624246; Potency, µM (top dose mostly 76.9 µM), for inactives: at the highest dose FP activity, negative = inhibition, hits mostly inhibitors; active = well fitted inhibition curve with a large enough effect in the polarisation, with a control signal flat; inconclusive = small, poorly fitted or top-dose-only effect, or effect the other way, or a change in a side signal; inactive = no such curve, though single readings can be large or run the other way; the % refers to the polarisation;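 also: polarization taken with two DNA probes labelled with fluorescein and Texas red; potency is read from the fitted curve at half-maximal effect; % of control where 0% means no effect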
Target sequence (P11308 whole entry, looked up, the tested form may be a part): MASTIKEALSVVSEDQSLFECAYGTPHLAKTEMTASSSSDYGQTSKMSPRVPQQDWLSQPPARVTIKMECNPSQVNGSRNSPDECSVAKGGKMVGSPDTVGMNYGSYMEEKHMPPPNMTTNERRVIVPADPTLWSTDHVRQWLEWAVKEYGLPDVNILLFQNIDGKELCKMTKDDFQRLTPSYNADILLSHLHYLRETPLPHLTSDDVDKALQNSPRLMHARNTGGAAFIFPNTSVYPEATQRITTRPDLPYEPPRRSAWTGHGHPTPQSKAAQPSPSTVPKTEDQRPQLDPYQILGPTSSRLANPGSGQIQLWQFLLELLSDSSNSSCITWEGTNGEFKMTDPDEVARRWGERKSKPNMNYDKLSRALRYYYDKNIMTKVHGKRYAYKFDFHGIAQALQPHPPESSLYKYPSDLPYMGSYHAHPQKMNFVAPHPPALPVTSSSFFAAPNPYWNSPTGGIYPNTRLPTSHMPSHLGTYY
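His-tagged ERG Ets domain (1 uM in the protein solution; 300mM KCl, 50mM Tris-HCl, 1mM EDTA, 1mM DTT, pH 7.5) received compound, then a probe mix of 5 nM fluorescein-DNA and 100nM Texas-615-DNA. Fluorescence polarization was read for both dyes.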
Glioma ERSR ind – induces the endoplasmic reticulum stress response in human glioma cells | 420,000 tested, 0.02% active | AID 602332 | U87-MG GRP78 promoter luciferase reporter, 16 h | Potency, µM, without a hit: at the highest dose activation, usual class: activators; also: potency is read from the fitted curve at half-maximal effect; series mostly up to about 76 µM; % of control where 0% means no effect; nearly all actives have a fitted effect of over 35% in size
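Stably transfected U87-MG human glioma cells carrying a GRP78-based luminescent sensor were seeded at 1000 cells/well, pin-dosed with compounds and incubated 16 h. Luciferase reagent was then added, and end-point luminescence was read after 10 min at room temperature.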
Vif-A3G inh – Vif-A3G binding inhibition; Q9HC16; 410,000 tested, 0.076% active; HeLa A3G-eYFP + Vif (tagged APOBEC3G with the HIV-1 protein that degrades it), YFP fluorescence, overnight; AID 602310; Potency, µM (highest dose often 46.1 µM), without a hit: at the highest dose activity, negative = active, actives largely listed as inhibitors;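 also: potency is read from the fitted curve at half-maximal effect; % is scaled to controls: 0 for no effect and ±100 for the full control effect; nearly all actives have a fitted effect of over 60% in size; hits raise eYFP signal because A3G escapes Vif-driven loss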
Target sequence (Q9HC16 whole entry, looked up): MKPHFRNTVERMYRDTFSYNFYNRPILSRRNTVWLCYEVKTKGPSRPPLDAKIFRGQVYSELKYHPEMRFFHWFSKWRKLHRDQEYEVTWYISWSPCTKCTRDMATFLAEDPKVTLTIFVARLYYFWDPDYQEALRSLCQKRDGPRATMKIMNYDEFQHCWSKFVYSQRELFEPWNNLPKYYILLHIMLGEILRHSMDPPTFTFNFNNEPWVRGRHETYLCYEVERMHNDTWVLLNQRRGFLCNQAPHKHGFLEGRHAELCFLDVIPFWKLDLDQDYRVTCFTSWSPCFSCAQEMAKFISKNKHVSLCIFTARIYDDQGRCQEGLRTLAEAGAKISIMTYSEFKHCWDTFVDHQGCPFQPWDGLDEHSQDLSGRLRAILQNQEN
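HeLa cells stably expressing Vif and C-terminally eYFP-tagged A3G, seeded overnight at 37 deg C, then exposed to compound by pintool overnight at 37 deg C. Rise in yellow fluorescence (Ex 488/Em 500-530, Acumen) marks blocked Vif-driven A3G degradation.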
D2 antagonist – D2 dopamine receptor (human) antagonism; P14416; 340,000 tested, 2% active; inhibition, % at 10 µM; AID 485344; HEK293 TREx D2 cells, calcium flux, dopamine EC80; in the data active = inhibition above about 30%; also: 0% is about no effect
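Compounds are added to dye-loaded, induced HEK293 T-REx cells coupled to calcium release via D2; after a 3 min kinetic read an EC80 dopamine stimulus is given and fluorescence is recorded for 3 more min.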
12-LOX inh – ALOX12 (human) lipoxygenase inhibition. purified 12hLO, xylenol orange hydroperoxide absorbance. AID 1671190. Potency, µM (titrated, usually from 108 µM), for inactives: top-dose activity change, negative = inhibition, most hits filed as inhibitors. P18054. 580,000 tested, 1.1% active; also: potency is read from the fitted curve at half-maximal effect; % is scaled to controls: 0 for no effect and ±100 for the full control effect
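Purified human 12hLO (150 nM final) in 25 mM Hepes, 0.01% Triton X-100, pH 7.0 was preincubated 15 min at room temperature with compound. Then 40 uM arachidonic acid was added, 30 min. Hydroperoxide was read by Fe-XO absorbance ratio 573/405 nm.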
* = called active by the depositor; ? = inconclusive; . = not tested or not shown; & = joins results of further samples; [ ] = another dose, or the depositor's remark. Unless noted, calls follow the shape of the dose curve; as a rule, active = well fitted curve in the direction sought with a large enough effect; inconclusive = small, poorly fitted or top-dose-only effect, or another doubt; inactive = no such curve, though single readings can be large; an effect the other way counts as inactive or inconclusive. A portion of the library; rates above refer to the full screens.

The opening 4 compounds, ahead of the listing:
compound	D2 ag	Vif-A3F inh	LDHA block	RGS4 inhibitor	ERG-DNA inh	Glioma ERSR ind	Vif-A3G inh	D2 antagonist	12-LOX inh
Cc1cc(OCC(=O)NC(C)C)cc(C)c1Cl	0.8	.	1.0	-14.5%	-1.7%	-3.5%	-4.7%	-6.9	-13.2%
C[C@@H]1CC[C@@]2(O[C@@H](CCO)C[C@@H](O)[C@@H]2O)O1	.	2.9%	-6.0	23.8%	-3.6%	-1.1%	3.0%	.	5.7%
CS(=O)(=O)N(CC(=O)Nc1ccccc1C(=O)NCCc1ccccc1)c1ccc2c(c1)OCCO2	-0.1	-11.5%	-1.9	-11.3%	-2.8%	12.4%	-0.6%	-6.5	15.1%
CC(=O)OC1OCCOC1NC(=S)NCc1ccco1 (stereo not given)	0.1	1.4%	-10.7	-14.8%	8.6%	4.9%	2.6%	11.0	1.1%

The list itself, from the first entry:
compound	D2 ag	Vif-A3F inh	LDHA block	RGS4 inhibitor	ERG-DNA inh	Glioma ERSR ind	Vif-A3G inh	D2 antagonist	12-LOX inh
Cc1cc(OCC(=O)NC(C)C)cc(C)c1Cl	0.8	.	1.0	-14.5%	-1.7%	-3.5%	-4.7%	-6.9	-13.2%
C[C@@H]1CC[C@@]2(O[C@@H](CCO)C[C@@H](O)[C@@H]2O)O1	.	2.9%	-6.0	23.8%	-3.6%	-1.1%	3.0%	.	5.7%
CS(=O)(=O)N(CC(=O)Nc1ccccc1C(=O)NCCc1ccccc1)c1ccc2c(c1)OCCO2	-0.1	-11.5%	-1.9	-11.3%	-2.8%	12.4%	-0.6%	-6.5	15.1%
CC(=O)OC1OCCOC1NC(=S)NCc1ccco1 (stereo not given)	0.1	1.4%	-10.7	-14.8%	8.6%	4.9%	2.6%	11.0	1.1%
CN(C)c1ccc(S(=O)(=O)NCC(=O)OCC(=O)Nc2cccc(Cl)c2)cc1[N+](=O)[O-]	1.0	-4.1%	-7.2	-26.8%	-15.8%	-1.2%	-0.4%	-1.2	-18.0%
CN(C)S(=O)(=O)Oc1ccsc1C(=O)Nc1ccc(C(F)(F)F)cc1	-0.9	-9.0%	3.0	-6.2%	-4.6%	0.2%	-0.6%	-2.6	-4.5%
Cc1ccc2c(c1)nnn2C1CCN(CC(=O)N(c2ccccc2)c2ccccc2)CC1	0.8	4.5%	-5.0	6.2%	4.7%	-4.8%	-7.5%	17.5	-22.7%
CCCCOC(=O)CSC1=C(C#N)C(c2cccnc2)C(C(=O)OCC)=C(c2ccccc2)N1 (stereo not given)	-0.5	-23.0%	-2.4	14.1%	-2.6%	0.0%	-1.0%	10.4	-8.4%
O=C(CN1CCN(C(c2ccccc2)c2ccccc2)CC1)N1CCN(c2ccccc2)CC1	-0.6	-0.8%	3.0	-2.3%	-17.9%	-3.6%	2.8%	-10.1	0.0%
O=C1CCc2cc(S(=O)(=O)N3CCC(C(=O)NCCC4=CCCCC4)CC3)ccc2N1	-1.2	-15.0%	1.2	-36.9%	14.8%	-1.7%	-1.5%	-1.8	-2.9%
Cc1ccc2cc(CCNC(=O)C3CCCC3)c(=O)[nH]c2c1	0.3	0.1%	-5.9	13.1%	-1.8%	0.1%	8.0%	-10.5	9.3%
N#C/C(=C(/O)CO/N=C/c1ccccc1Cl)c1nc2ccccc2[nH]1	0.0	-5.3%	-2.2	5.5%	7.9%	-7.1%	-1.0%	7.5	133.1%[activator]
COc1ccc(C(=O)C(CCCCC(CN(C)C)C(=O)c2ccc(OC)cc2)CN(C)C)cc1 (stereo not given)	.	-3.4%	0.9	-19.8%	46.6%[activator]	0.7%	3.3%	.	-21.0%
Cc1ccc(NC(=O)c2cc3c(=O)[nH]c4ccccc4c3n2C)cc1F	0.6	15.4%	-5.3	11.2%	-1.0%	-2.8%	-3.1%	.	-14.2%
N#CC1C(=O)NC(=O)C(C#N)C12CCCC2 (stereo not given)	.	.	-0.8	.	.	2.5%	-3.1%	.	?
Cc1cc(NC(=O)Nc2ccc(Cl)c(Cl)c2)no1	.	10.6%	-1.6	-7.6%	-15.8%	-0.2%	-5.1%	.	0.0%
O=C(C1CCCN(S(=O)(=O)c2cccc3nonc23)C1)N1CCN(c2ccccc2)CC1 (stereo not given)	0.9	-7.1%	-10.6	4.2%	.	4.0%	1.5%	22.0	-15.4%
CC(=O)OCC(=O)N1N=C(c2ccc3ccccc3c2)CC1c1ccccc1 (stereo not given)	0.4	13.7%	-5.7	2.1%	2.6%	0.0%	-3.0%	5.5	-2.1%
CSc1ccccc1C(=O)Nc1cc([N+](=O)[O-])ccc1C	.	-2.1%	-6.3	-15.7%	-7.0%	-1.4%	-0.3%	.	?
Cc1ccc(NC(=O)CN(C)C(=O)Nc2ccc(C)cc2)cc1	-1.6	4.3%	-6.1	-12.8%	-8.8%	6.4%	-0.9%	10.4	-3.5%
Cc1ccc(S(=O)(=O)N2CCCC2CNC(=O)C(=O)Nc2ccccc2)cc1 (stereo not given)	0.1	-0.5%	3.5	-22.5%	-6.2%	-0.6%	1.3%	6.6	5.8%
CCN(CC)S(=O)(=O)c1cc(NC(=O)Cc2ccc(S(=O)(=O)N3CCOCC3)s2)ccc1Cl	.	2.4%	-3.7	8.0%	-8.8%	-3.2%	0.3%	.	49.1%[activator]
COC(=O)C1CCN(S(=O)(=O)CCNC(=O)c2ccc3c(c2)OCO3)CC1	0.3	-5.1%	0.1	10.0%	-3.8%	-4.2%	1.0%	-13.0	-1.7%
CC(C)Cc1ccc(C(C)CC2=CCC(CN(C)C)C2=O)cc1 (stereo not given)	.	4.2%	-3.0	?	.	-13.7%	?	.	-26.8%
O=C(COC(=O)c1ccc(Br)o1)NCC1CCCCC1	.	0.2%	-2.5	-20.2%	-5.2%	-2.7%	0.9%	.	-3.9%
COC(=O)c1cc(NC(=O)Nc2cccc(Cl)c2)ccc1Cl	-0.2	-3.1%	-18.6	16.7%	.	13.6%	-0.9%	1.0	?
O=C(NCCc1ccccc1)N1CCCC(CNS(=O)(=O)Cc2ccccc2)C1 (stereo not given)	.	19.2%	-8.4	-5.6%	-5.3%	18.1%	1.2%	.	2.9%
CN(C)CCCNC(=O)c1cc(C(=O)c2c(Cl)cccc2Cl)c[nH]1	.	-1.3%	-6.9	21.7%	6.8%	2.1%	2.2%	.	.
CC(=O)Nc1ccc(NC(=O)CCc2c(C)noc2C)cc1	-0.2	2.6%	-4.7	6.2%	9.2%	-2.3%	0.1%	2.2	14.8%
Cc1cc(NC(=O)CSCC(=O)OC(C)C(=O)c2cc(C)c(C)cc2C)no1 (stereo not given)	0.4	-12.8%	0.6	-12.0%	3.7%	0.8%	-1.5%	-14.7	-3.1%
Cc1cc(C(=O)NC2CCCC2)on1	-0.1	0.2%	-5.1	-10.8%	-21.9%	-5.9%	1.5%	-12.6	28.7%
Fc1ccccc1/C=N/NC(=S)Nc1ccc(Cl)cc1Cl	0.9	-12.8%	-7.0	-6.1%	-2.8%	-6.4%	?	21.0	1.5%
CCCCC(=O)N(C)c1c(C)nc2ccc(C(=O)N3CCNC(=O)C3)cn12	.	.	-2.6	.	.	-2.3%	-0.4%	.	-12.4%
Cc1c(OCC(=O)NCCCN2CCOCC2)ccc2c3c(c(=O)oc12)CCC3	0.9	-5.7%	-0.2	-3.8%	2.6%	3.2%	-1.0%	-22.1	3.8%
COc1cccc(NC(=O)COC(=O)c2ccc(F)cc2F)c1	2.2	-14.1%	-3.0	-11.5%	-5.5%	-2.8%	-4.8%	-4.3	6.9%
Brc1ccc2oc3c(N4CCOCC4)ncnc3c2c1	0.9	-2.5%	2.9	-28.4%	.	3.1%	-1.5%	3.6	-5.8%[57.4 µM]
c1ccc(C2Nc3cccc4cccc(c34)N2)cc1	0.8	-7.5%	8.4&5.0	-38.8%	7.8%	-3.6%	-0.7%	-8.8	?
Cc1c(N=C2NC(=O)/C(=C/c3ccc(O)cc3)S2)c(=O)n(-c2ccccc2)n1C	1.8	9.7%	4.5	?	7.6%	-6.6%	-5.5%	-3.8	-23.6%
CCC(=O)Nc1ccc(-c2nnc(SCC(=O)NCC3CCCO3)n2C)cc1 (stereo not given)	0.5	6.6%	-11.3&-0.6	7.0%	1.4%	-4.4%&-3.6%	-4.0%&2.8%	2.3	-13.1%
CCN(CC)c1ccc(NC(=S)Nc2ccc(F)cc2)cc1	-0.5	1.1%	23.9	?	4.4%	0.0%	-4.6%	-12.0	?
COc1ccc(C(=O)NC(=S)N(Cc2ccccc2)Cc2ccccc2)cc1	0.2	-1.1%	-8.7	-35.2%	5.9%	-1.5%	0.8%	-1.3	35.5µM*
COc1ccc(-c2csc(NC(=O)c3ccccc3OC)c2C(=O)O)cc1OC	0.6	-6.5%	-8.1	6.0%	-4.6%	-1.4%	-4.6%	-17.0	6.9%
